Redox H2O2 prof: compounds producing H2O2 with reducing agent – biochemical, NIH compound library profiling, artefact control for MLSCN library redox annotation, primary screen | DTT-dependent redox cycling H2O2, phenol red/HRP absorbance; 100% = 100 µM peroxide control, 0% = buffer | activation, % at 10 µM | 200,000 tested, 0.03% active | AID 878, 2007;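 active = activation of at least 50% relative to the plate's high and low controls in the primary single-dose screen; inactive = activation below 50%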;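 note: compound incubated with DTT at 0.8 mM final as the reducing agent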
bIAP inh: bovine intestinal alkaline phosphatase inhibitors, primary screen, selectivity assay for TNAP inhibitor project, biochemical, bovine IAP, CDP-star luminescence; alkaline phosphatase, intestinal [Bos taurus]; inhibition, % at 20 µM; purified bovine IAP, 30 min; 190,000 tested, under 10 active;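 active = over 50% inhibition of intestinal alkaline phosphatase at 20 µM in the single-dose screen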
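Assay system – bovine IAP enzyme · Quantity – bovine IAP at 1/65,000,000 final dilution · Detection – CDP-star luminescence signal · Times – 30 min reaction at room temperature · Also added – CDP-star substrate at 30 µM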
PPARg SRC1 recr: PPARgamma agonists recruiting SRC-1 coactivator, primary screen, biochemical; 200,000 tested, 0.41% active; PPARgamma-SRC-1 coactivator recruitment biochemical assay; Peroxisome proliferator-activated receptor gamma (Homo sapiens), P37231; activation, % at 8 µM; in the data active = activation above about 19%;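 note: 0% = DMSO and 100% = reference agonist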
Target sequence (P37231 whole entry, looked up): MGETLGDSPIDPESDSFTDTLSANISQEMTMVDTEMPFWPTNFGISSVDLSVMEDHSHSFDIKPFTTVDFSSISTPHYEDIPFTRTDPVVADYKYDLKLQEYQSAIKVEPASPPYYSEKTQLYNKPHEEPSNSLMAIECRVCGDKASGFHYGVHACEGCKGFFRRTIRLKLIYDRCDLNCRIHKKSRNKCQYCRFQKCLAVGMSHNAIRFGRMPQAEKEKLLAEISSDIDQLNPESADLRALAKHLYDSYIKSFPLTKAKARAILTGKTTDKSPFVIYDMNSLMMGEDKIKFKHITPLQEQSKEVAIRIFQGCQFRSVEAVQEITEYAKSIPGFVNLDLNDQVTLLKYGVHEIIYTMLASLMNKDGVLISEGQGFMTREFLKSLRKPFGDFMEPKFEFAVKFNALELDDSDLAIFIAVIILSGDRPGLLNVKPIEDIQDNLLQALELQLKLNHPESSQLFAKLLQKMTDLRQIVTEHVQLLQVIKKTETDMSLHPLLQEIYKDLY
PPARg SRC2 recr: agonists of PPARg-SRC-2 recruitment, primary screen, biochemical, HTS; PPARgamma LBD-SRC-2 recruitment; activation, % at 8 µM; 200,000 tested, 0.34% active; AID 1032, 2008; in the data active = activation above about 22%;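 note: 0% = vehicle and 100% = reference agonist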
PPARg SRC3 recr: PPARgamma agonists recruiting SRC-3 coactivator, primary screen, biochemical; Peroxisome proliferator-activated receptor gamma (Homo sapiens), P37231; biochemical PPARgamma/SRC-3 coactivator recruitment assay; activation, % at 8 µM; 200,000 tested, 0.26% active; in the data active = activation above about 23%;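 note: 0% = DMSO and 100% = reference agonist; some compounds past the cut are filed as inactive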
L major viab: Leishmania major promastigote growth inhibition, primary screen. Leishmania major promastigotes, resazurin fluorescence viability. AID 1063, 2008. inhibition, % at 10 µM. 200,000 tested, 9% active; in the data active = inhibition above about 50%;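 note: promastigotes grown with compound for 44 hours at 28 °C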
S1P3 antag: S1P3 receptor antagonists, primary screen, cell-based; Sphingosine 1-phosphate receptor 3 (Homo sapiens), Q99500; CHO S1P3 NFAT-BLA reporter, FRET fluorescence, antagonist mode; inhibition, % at 4.98 µM; 170,000 tested, 0.27% active;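 active = inhibition above the plate cutoff, the mean inhibition of test wells on that plate plus 3 SD, cut at about 28% in these data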;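 note: cells challenged with S1P at its EC80 of 0.8 µM; blue over green emission ratio from cleaved BLA substrate after 4 h stimulation; 0% = S1P-stimulated wells and 100% = unstimulated DMSO-only wells; some compounds past the cut are filed as inactive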
Target sequence (Q99500 whole entry, looked up): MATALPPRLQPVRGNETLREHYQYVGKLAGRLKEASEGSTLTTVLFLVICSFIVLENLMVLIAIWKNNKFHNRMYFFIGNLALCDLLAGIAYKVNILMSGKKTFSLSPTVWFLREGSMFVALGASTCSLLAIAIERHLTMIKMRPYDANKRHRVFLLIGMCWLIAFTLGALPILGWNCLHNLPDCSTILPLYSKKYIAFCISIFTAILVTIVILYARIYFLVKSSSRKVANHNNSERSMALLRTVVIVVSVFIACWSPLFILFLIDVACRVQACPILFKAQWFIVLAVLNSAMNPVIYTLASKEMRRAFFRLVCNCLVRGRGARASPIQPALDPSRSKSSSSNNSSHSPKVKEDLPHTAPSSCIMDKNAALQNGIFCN
SRC2 TRFRET art: TR-FRET signal artefacts, primary screen, artefact control for PPARgamma SRC-2 agonist project, biochemical | TR-FRET artefact counter-screen; hits give high values | TR-FRET ratio at 8 µM | 200,000 tested, 0.4% active; in the data active = TR-FRET ratio above about 2000; note: inactives centre near 1500
bIAP activator: bovine intestinal alkaline phosphatase activators, primary screen, biochemical, bovine IAP, CDP-star luminescence | alkaline phosphatase, intestinal [Bos taurus] | AID 1016, 2008 | activation factor at 20 µM | 200,000 tested, 0.17% active | purified bovine IAP, 30 min; hits give high values; fold of DMSO-control signal, blank-subtracted;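 active = activation factor of 2 or more at 20 µM, a signal rise over negative controls twice the positive control's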
ROMK mod: ROMK potassium channel modulators, primary screen, cell-based, thallium flux, MLSMR library | ATP-sensitive inward rectifier potassium channel 1 (Homo sapiens), P48048 | Tet-inducible ROMK, thallium flux fluorescence; actives lie on both sides | B-score at 10 µM | 130,000 tested, 2% active | AID 1918, 2009;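 active = signal ratio slope over the read window, or its plate-corrected B-score, at least 3 SD from the plate mean, either direction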;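 note: B-score of the F/F0 ratio slope over 7 to 12 s after thallium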
TLR4-MyD88 BLA: inhibitors of TLR4-MyD88 association in cells, primary screen, cell-based, HeLa CL3-4, BLA complementation, FRET ratio; Toll-like receptor 4 (Homo sapiens) + Myeloid differentiation primary response protein …; AID 861, 2007; inhibition, % at 8.4 µM; HeLa CL3-4 TLR4/MyD88 BLA complementation; 200,000 tested, 0.18% active; in the data active = inhibition above about 25%;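 note: 0% = vehicle and 100% = reference inhibitor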
Active calls of the source: *; / = not tested or not shown.

SMILES	Redox H2O2 prof	bIAP inh	PPARg SRC1 recr	PPARg SRC2 recr	PPARg SRC3 recr	L major viab	S1P3 antag	SRC2 TRFRET art	bIAP activator	ROMK mod	TLR4-MyD88 BLA
Cc1ccc(SCc2cc(=O)[nH]c(/N=C(\N)Nc3cccc4ccccc34)n2)cc1	0.6	17.2	1.7	10.0	2.5	15.2	-17.3	1636	0.8	/	0.5
Cc1ccc(C)n1/N=C1/NC(=O)CS1	3.4	5.3	-0.2	-2.8	1.9	-6.4	-0.4	1521	0.9	/	1.7
O=C(O)CSc1nc(SCc2ccccc2Cl)nc2c1CCCC2	2.0	8.8	-3.8	-6.6	-5.1	-6.7	/	1526	0.9	/	2.2
O=C(O)CCCCCN1C(=O)C2CCCCC2C1=O (stereo not drawn)	0.6	5.4	-3.9	-0.9	-4.8	-4.2	/	1427	0.9	0.7	-3.1
CCCC1(c2ccccc2)NC(=O)N(CC(=O)Nc2cc(C)on2)C1=O (stereo not drawn)	0.0	-21.5	-1.2	-0.8	1.7	-9.2	-4.2	1525	1.2	0.214	13.9
O=c1[nH]c2ccc(Cl)cc2c(-c2ccccc2)c1N1CCOCC1	-2.4	7.7	11.2	4.5	4.0	0.5	-18.9	1691	0.9	/	-0.1
COc1cccc(C(=O)NNc2nc(C)cc(C)n2)c1	-0.1	6.0	12.5	-1.7	5.7	-0.5	0.6	1419	0.9	0.653	1.0
Cc1ccc2cc(CN(C(=O)C3CCCO3)C3CCCCC3)c(=O)[nH]c2c1 (stereo not drawn)	0.1	-2.4	1.6	3.0	-2.9	-3.0	-31.0	1431	1	/	0.9
COc1ccc(Cl)cc1C(=O)NNC(=O)C1COc2ccccc2O1 (stereo not drawn)	0.0	8.6	-3.6	-0.4	-0.8	-1.1	1.1	1341	0.9	0.551	-13.1
C=CCNC(=O)COc1ccc(N(C)S(=O)(=O)c2ccc(NC(C)=O)cc2)cc1	-0.2	-6.9	2.0	0.9	0.5	6.2	-12.5	1506	1.1	0.00494	5.7
Cc1nn(CC(=O)N(C)C)c(=O)c2ccccc12	1.6	5.5	-10.7	-4.7	3.1	9.5	12.1	1408	0.9	/	-10.9
COc1ccc(C(=O)Nc2cc(C)nn2-c2nc3ccccc3[nH]2)c(OC)c1	-0.7	0.2	10.4	8.0	1.8	47.6	4.7	1562	1	-0.631	1.4
O=C(CCC(=O)N1CCN(S(=O)(=O)c2ccc(Cl)cc2)CC1)Nc1cccc(Br)c1	-0.6	-1.2	5.9	3.3	7.3	6.5	-0.9	1442	1	-0.772	11.2
Cc1ccc2c(CC(=O)O)coc2c1C	-1.0	8.8	-0.8	3.0	-3.0	-6.5	/	1707	0.9	0.6	0.0
Cc1ccccc1N1CCN(C(=S)c2ccccc2)CC1	0.0	12.8	-3.2	5.7	-0.6	57.2*	-10.7	1517	0.9	-0.0247	-30.0

Quoted from the listing.
bIAP activator result of `COc1cccc(C(=O)NNc2nc(C)cc(C)n2)c1` reads 0.9
Redox H2O2 prof result of `O=c1[nH]c2ccc(Cl)cc2c(-c2ccccc2)c1N1CCOCC1` reads -2.4

Next part
SMILES	Redox H2O2 prof	bIAP inh	PPARg SRC1 recr	PPARg SRC2 recr	PPARg SRC3 recr	L major viab	S1P3 antag	SRC2 TRFRET art	bIAP activator	ROMK mod	TLR4-MyD88 BLA
Cc1ccc(S(=O)(=O)NC(=O)Nc2ccc(Cl)cn2)cc1	1.9	-7.6	1.6	-1.9	1.6	-4.7	-4.7	1383	1.1	-0.416	0.3
Nc1nnnn1/N=C/c1ccccc1C(F)(F)F	0.1	6.6	-7.6	4.4	8.9	-4.4	-1.6	1603	0.9	/	2.0
CN(CC(=O)N1CCN(c2ccccn2)CC1)S(=O)(=O)c1ccc(Br)cc1	0.3	-4.1	-5.3	-0.7	-3.7	-2.6	12.3	1440	1	-0.0573	-1.0
CC(NCc1ccc(N(C)C)cc1)C1CC2CCC1C2 (stereo not drawn)	-0.3	1.8	-6.9	-3.4	-6.7	97.9*	/	1439	1	-1.81	11.0
Cc1ccc(S(=O)(=O)NC2CCCC2)cc1C	0.1	12.9	9.5	-0.1	12.8	-3.5	/	1850	0.9	-1.28	4.1
COCCNC(=O)c1sc2ncn(CC(=O)Nc3ccc(C)c(Cl)c3)c(=O)c2c1C	-1.2	-2.3	-1.1	-1.2	0.7	23.2	-3.7	1554	1	0.813	13.3
CCN(CC)CCOC(=O)c1ccc(NC(=O)c2cn(-c3ccccc3)nc2-c2cccs2)cc1	0.1	-5.4	10.2	4.1	8.9	22.4	-16.4	1529	1.1	0.141	2.1
CCOc1ccccc1NC(=O)COn1nnc2ccccc21	-0.1	17.9	-5.0	-7.3	-7.3	3.3	/	1430	0.8	/	3.5
Cc1ccc(N2C(=O)N(CC(=O)NCc3ccccc3Cl)C(=O)C2C)cc1 (stereo not drawn)	-1.9	3.5	4.9	5.0	-0.3	-6.9	-15.1	1604	1	-0.205	6.4
Cc1c(C(=O)Nc2ccccc2C(=O)N2CCCC2)cccc1[N+](=O)[O-]	-1.6	-1.4	0.1	-4.0	-5.0	0.1	4.7	1652	1	0.0227	1.4
Cc1ccccc1-c1nnn(CC(=O)N2CCN(S(=O)(=O)c3ccc(Cl)cc3)CC2)n1	0.3	-8.0	7.3	2.4	10.9	53.4*	/	1486	1.1	0.0632	-9.7
COCCNCCCCSc1ccc(Cl)cc1	-0.4	-10.7	4.8	-8.4	-0.4	91.6*	10.1	1536	1.1	-1.25	-0.2
CCC(=O)Nc1ccc(Cl)c(NC(=O)c2ccccc2OC)c1	-0.3	-7.2	-8.1	-3.7	-3.2	8.4	-14.3	1460	1.1	1.52	-11.2
Cc1cc(C)c2c(n1)nn1c(NCCOCCO)cc(C)nc21	-2.5	-27.8	-0.8	0.4	5.1	5.9	5.3	1534	1.3	/	-0.8
O=C(c1sc2ccccc2c1Cl)N1CCN(c2ncccn2)CC1	0.8	8.9	-5.6	-6.9	0.2	-6.3	11.6	1639	0.9	-0.113	5.7
CCCNC(=O)c1ccccc1C(=O)NCCC	1.6	8.1	-0.2	0.2	-2.6	-12.0	-22.6	1436	0.9	/	-4.1
CCc1ccc(NC(=O)C2CCCN(S(C)(=O)=O)C2)cc1 (stereo not drawn)	-0.8	-10.4	2.8	-1.2	-4.9	2.0	10.2	1532	1.1	-0.415	7.0
O=C(Nc1ccc2nsnc2c1)c1ccc2c(c1)OCO2	2.3	5.3	6.2	2.6	6.1	4.8	11.4	1477	0.9	/	-18.7
Cc1ccc(S(=O)(=O)Nc2ccc(C(=O)OCC(=O)N(CCC#N)c3ccccc3)cc2)cc1C	-0.3	9.3	5.8	4.2	1.8	0.4	-3.0	1671	0.9	-0.0829	3.5
O=c1c2oc3ccccc3c2ncn1Cc1ccccc1Cl	-0.1	12.1	1.5	1.4	4.7	-6.4	/	1573	0.9	0.292	-2.4
Cc1ccc2[nH]c3c(c2c1)SC(C)(C)CC3=O	-2.0	-5.8	0.1	7.6	3.6	17.2	-16.1	1794	1.1	-0.367	-0.3
CCCCC(=O)NCCc1cc2ccc(OC)cc2[nH]c1=O	2.7	1.0	-1.8	6.5	-6.2	-5.7	-1.1	1603	1	/	6.4
Cc1nnc2n1N=CC=C(C(C)(C)C)S2	2.1	7.0	-10.1	-5.4	-7.3	-5.5	10.6	1430	0.9	/	2.0
COc1cc(N2C(=O)c3ccccc3C2=O)c(Cl)cc1C(=O)OCC(=O)NCc1ccco1	-0.3	0.8	2.1	-2.5	0.4	-6.5	-4.7	1546	1	0.646	-5.3
Cc1ccc(-n2ccc(=O)c(C(=O)O)n2)cc1	0.1	3.2	1.0	-1.6	6.2	-7.7	/	1449	1	/	6.1
Nc1nc(SCC(=O)NCc2ccco2)[nH]c(=O)c1-c1ccccc1	2.9	4.9	-2.2	3.1	8.4	-6.3	-25.0	1411	1	/	-7.5
CCS(=O)(=O)N1CCN(Cc2ccc([N+](=O)[O-])cc2)CC1	0.6	5.7	-0.2	3.4	2.3	-5.1	-8.4	1571	0.9	/	-4.3
CSC1=C(C#N)C(c2ccccc2C)C(C#N)=C(N)N1 (stereo not drawn)	-1.0	29.7	9.0	3.6	5.1	2.1	-19.3	1391	0.7	2.96	-5.2
COc1ccc(C2(C(=O)NCCN3CCOCC3)CCOCC2)cc1	-0.8	17.8	0.4	7.8	-2.6	-5.9	-18.4	1524	0.8	/	3.2
CCOC(=O)c1cnc2c(C#N)c(C)nn2c1C	-3.3	7.8	5.4	-9.6	2.4	3.1	-10.7	1640	0.9	0.497	5.8
Cc1ccc2nc(C)cc(C(=O)OCC(=O)c3ccc(Cl)c([N+](=O)[O-])c3)c2c1	-3.8	10.4	-2.3	-5.2	-3.9	-7.3	/	1644	0.9	0.0386	16.4
COc1ccc(-c2ccc(CCC(=O)O)n2NC(=O)c2ccc(O)cc2)cc1	-0.6	12.0	9.2	-1.5	4.9	-3.7	-0.8	1674	0.9	1	-10.6
Cc1cccc(OCCC(=O)NCC(c2ccccc2)N(C)C)c1 (stereo not drawn)	2.6	-16.9	4.3	2.0	8.8	5.2	14.4	1632	1.2	-0.908	-9.6
CCC(O)CNc1nc(-n2nc(C)cc2C)nc2sc3c(c12)CC(C)(C)OC3 (stereo not drawn)	2.3	-3.5	2.9	-10.6	4.2	10.0	/	1566	1	/	-2.4
COCCNC(=O)Cn1cnc2c1c(=O)n(C)c(=O)n2C	0.2	0.0	2.5	2.2	-4.6	-0.2	/	1552	1	2.16	-7.3
O=C(Nc1ccc2c(c1)OCCO2)C1CCN(C(=O)c2ccc(F)cc2)CC1	-0.3	-14.2	-1.5	-0.3	4.0	-3.4	-26.0	1607	1.1	/	3.0
O=C(NNC(=S)Nc1ccc(Cl)cc1Cl)C1CC1	0.1	13.8	-1.1	-0.1	-1.1	-9.3	-15.4	1571	0.9	0.331	-1.8
Cc1ccc(NC(=O)C(c2ccc(Cl)cc2)N2CCOCC2)cc1 (stereo not drawn)	-0.4	-8.1	-17.5	4.9	-1.0	14.2	1.9	1472	1.1	-0.265	-6.2
CCN1CCN(CC(O)COCc2ccccc2)CC1 (stereo not drawn)	-2.4	8.9	2.5	-1.2	-3.6	-2.7	-32.2	1427	0.9	/	1.2
CCN(Cc1ccccc1)Cc1nnnn1Cc1ccccc1	-0.5	11.2	-8.6	0.7	4.8	17.0	9.7	1557	0.9	-0.00474	5.2

Bioassay records deposited in PubChem by several laboratories.
